Mdm2-MdmX inh: inhibitors of human Mdm2/MdmX interaction; O15151+Q00987; SaOS-2 split-luciferase Mdm2/MdmX complementation, luminescence; inhibition, % at 8 µM; 330,000 tested, 3% active; AID 485346;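 active means inhibition of at least 50% at 8 µM in the primary screen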
tim23-1 inh: growth inhibitors of tim23-1 mutant yeast; 330,000 tested, 1.3% active; S. cerevisiae tim23-1 growth, BacTiter-Glo luminescence, 24 h; inhibition, % at 20 µM;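 active means growth inhibition of the mutant yeast at or above 50%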;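 further: temperature-sensitive mutant grown at 25 °C; plate controls were DMSO-treated mutant yeast for no effect and medium wells lacking yeast for full effect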
UPR CHOP act: activators of apoptotic arm of unfolded protein response (CHOP). activation, % at 10 µM. 330,000 tested, 0.34% active. CHO-CHOP luciferase reporter, UPR activation, luminescence; percent of tunicamycin response over DMSO baseline. AID 449763;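 active means at 10 µM dose, activation of 40% or more, normalized to positive control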;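 further: 100% = tunicamycin at 10 µg/mL and 0% = DMSO alone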
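System: CHO-CHOP luciferase reporter cell line; amount: 500 cells/well; buffer or medium: F12 medium containing 10% fetal bovine serum; incubation: 6 h compound exposure at 37 °C after overnight seeding; measured by: luciferase luminescence after 10 min with Steady-Glo reagent; evaluation: % reporter activation, DMSO baseline versus tunicamycin full activation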
XBP1 UPR activ: activators of adaptive arm of unfolded protein response (XBP1) | CHO-XBP1 luciferase reporter, IRE1-XBP1 UPR activation, luminescence; percent of tunicamycin response, DMSO as zero | activation, % at 20 µM | 330,000 tested, 0.33% active;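 active means versus positive control, 20 µM dose yields 30% or more activation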;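 further: 100% = tunicamycin at 10 µg/mL and 0% = DMSO only wells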
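Material: CHO cell line with stable XBP1 luciferase reporter; schedule: 16-18 h cell attachment at 37 °C, then 6 h compound exposure; signal: glow luminescence from Steady-Glo reagent; medium: serum-containing F12 medium, 10% FBS; benchmarks: tunicamycin 10 µg/mL and vehicle-only wells; read-out: percent activation relative to tunicamycin reference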
tim10-1 inh: inhibits growth of tim10-1 mutant yeast; AID 463190; 330,000 tested, 2.2% active; S. cerevisiae tim10-1 ts strain growth, BacTiter-Glo, 24 h; inhibition, % at 20 µM;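 active means inhibition of at least 40%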;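 further: mutant grown at 25 °C; 0% = DMSO wells with yeast and 100% = wells holding no yeast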
APJ agonist: APJ receptor agonism. P35414. CHO-K1 APJ PathHunter beta-arrestin, luminescence; 0% DMSO wells, 100% apelin. activation, % at 20 µM. 330,000 tested, 0.11% active;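 active means activation more than six SD over the plate average, tested at 20 µM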;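 further: 0% = DMSO alone and 100% = apelin-13 at 10 nM; some results filed as inactive read as strong as hits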
Target sequence (P35414 whole entry, looked up): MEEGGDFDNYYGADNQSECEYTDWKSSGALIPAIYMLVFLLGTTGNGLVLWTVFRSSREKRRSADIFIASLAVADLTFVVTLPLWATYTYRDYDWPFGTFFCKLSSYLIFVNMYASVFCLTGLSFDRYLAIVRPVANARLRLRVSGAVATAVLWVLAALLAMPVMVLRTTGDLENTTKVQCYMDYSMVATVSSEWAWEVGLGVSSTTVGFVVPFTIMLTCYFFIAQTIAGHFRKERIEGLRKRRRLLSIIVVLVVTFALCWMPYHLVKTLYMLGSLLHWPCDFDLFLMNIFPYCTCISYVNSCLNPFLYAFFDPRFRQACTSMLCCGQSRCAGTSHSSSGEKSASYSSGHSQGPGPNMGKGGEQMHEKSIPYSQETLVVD
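Material: CHO-K1 APJ beta-arrestin complementation cell line; Input: cell density 1000 per well; Incubation: compound stimulation 90 min at 25 °C, detection 60 min; Signal: luminescence from split beta-galactosidase complementation, Galacton Star/Emerald II substrate; Controls: DMSO-only wells as negative, 10 nM Apelin-13 as positive control.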
TIM10 inh: inhibits growth of TIM10 yeast strain; S. cerevisiae TIM10 strain growth, BacTiter-Glo luminescence, 24 h; inhibition, % at 10 µM; 330,000 tested, 1.4% active; AID 463195;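 active means inhibition of 40% or more at the single tested concentration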;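 further: wild-type TIM10 isogenic control strain grown at permissive 25 °C; 0% = DMSO yeast wells and 100% = minimal medium wells without yeast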
GRIN3A LBD mod: modulators (binders) of human NR3A ligand-binding domain | 340,000 tested, 2.5% active | NR3A LBD differential scanning fluorimetry, Tm shift; 0% = protein alone, 100% = glycine-bound protein | Tm shift relative to glycine control, % at 25 µM;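 active means melting temperature shift of at least 10% of the positive control shift, at one fixed dose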
NLRP3 yeast inh: inhibitors of NALP3 inflammasome in yeast; AID 2825; 330,000 tested, 0.39% active; inhibition, % at 10 µM; Yeast reconstituted NLRP3/ASC/caspase-1, beta-gal luminescence, 24 h;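 active means inhibition of 50% or more; inactive means inhibition below 50%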;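 further: plate controls were induced DMSO wells for no effect and uninduced yeast grown without galactose for full effect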
* marks the source's active call; other numbers are inactive results; . = not tested or not shown.

SMILES	Mdm2-MdmX inh	tim23-1 inh	UPR CHOP act	XBP1 UPR activ	tim10-1 inh	APJ agonist	TIM10 inh	GRIN3A LBD mod	NLRP3 yeast inh
O=C(CNC(=O)c1ccc(Cl)cc1)OCC(=O)c1ccccc1	-9	-3	1.9	-2	-8	-3	5	-1	14
CCN(CC)c1ccc(CNc2ccc(Br)cn2)cc1	-27	17	9.4	2	3	-8	0	-2	29
CCOC(=O)CNC(=O)CSc1nnc(-c2ccncc2)n1-c1ccc(Cl)cc1	13	9	-3.7	-2	5	-5	-9	-1	2
CC1(CCl)N([O-])C2=C(CCCC2)[N+]1=O (stereo not drawn)	26	5	1.1	3	-3	1	9	0	-3
Cc1nc2nc(CCNS(=O)(=O)c3ccc(Cl)cc3)cn2nc1C	-12	13	2.4	-3	21	-2	11	3	19
CN1CCN(/N=C2/C(=O)Nc3ccc([N+](=O)[O-])cc32)CC1	-24	-25	1.6	4	-12	-4	-4	-1	14
CC1CCN(S(=O)(=O)CCNC(=O)c2ccc3c(c2)OCO3)CC1	-3	11	2.3	2	5	7	-1	1	4
O=C(Nc1ccccc1C(=O)N1CCCC1)C1COc2ccccc2O1 (stereo not drawn)	-10	17	-0.3	-1	15	3	13	-2	0
Nc1nc(SCC(=O)Nc2ccc([N+](=O)[O-])cc2)[nH]c(=O)c1NC(=O)c1ccc(Br)cc1	-1	-14	-1.0	-1	3	1	-8	31*	15
CCOC(=O)C1CCCN(C(=O)c2ccc(C)c([N+](=O)[O-])c2)C1 (stereo not drawn)	28	10	0.3	-2	11	-4	-11	-1	9
N#Cc1ccc(OCC(=O)OCC(=O)Nc2sccc2C(N)=O)cc1	-22	10	1.4	2	-1	1	-7	1	12
COc1cccc(-c2nn(-c3ccccc3)cc2C(=O)Nc2nccs2)c1	35	25	5.8	3	31	8	30	-2	19
Cc1ccc(S(=O)(=O)NCc2ccccc2)cc1C(=O)N(C)CC(=O)Nc1c(Cl)cccc1Cl	10	2	1.1	-5	-14	5	-10	2	22
Cc1cc(NC(=O)C2CCCCC2)n(-c2nc3ccccc3[nH]2)n1	57*	49	1.0	5	25	-3	21	-8	14
Cc1cc(C)n2nc(SCC(=O)c3ccccc3)nc2n1	-2	7	1.1	3	7	7	24	0	-1
c1ccc(-c2noc(CC3CCCCC3)n2)nc1	-87	21	7.2	3	10	-2	13	-1	22
CCc1ccc(C(=O)COC(=O)CNC(=O)Cc2ccccc2)cc1	12	17	0.9	-7	5	-3	6	1	23
Cc1ccc(-n2cc3c(-c4cccc(Br)c4)nnc(C)c3n2)cc1	-7	41	0.2	4	35	-1	44*	-6	25
Cc1ccc(S(=O)(=O)c2c(N)n(CCCO)c3nc4ccccc4nc23)cc1	1	-2	0.3	2	2	-2	16	-1	5
COC(=O)CCCC1=CC2=CC(=O)C(C)(OC(=O)c3ccco3)C(=O)C2=CO1 (stereo not drawn)	28	-3	2.3	2	3	0	6	.	11
Cn1c(=O)[nH]c(=O)c2c1nc(SCC(=O)O)n2CCOc1ccccc1	-9	1	2.2	-7	-5	-2	9	-4	13
Cc1cccc(/C(N)=N/OC(=O)c2ccc(Cl)cc2Cl)c1	-60	66*	0.8	-3	2	16	86*	-16	23
Cc1ccc(C)c(S(=O)(=O)N2CCN(Cc3ccc(O)c4ncccc34)CC2)c1	78*	30	-1.3	3	29	0	-68	-2	4
O=C(Nc1ccccc1)C1C2CCCCC21 (stereo not drawn)	-20	18	2.2	0	1	-3	-1	-2	10
CCN(CC)CCCNC(=O)C1c2ccccc2C(=O)N1Cc1ccc(C)cc1 (stereo not drawn)	-22	1	0.8	0	16	-4	5	-2	2
Cc1ccc(C(=O)CCC(=O)N2CCN(c3ccccc3O)CC2)cc1	9	-6	-0.1	-4	-4	5	-19	19*	24
COc1ccc(N2CCN(S(=O)(=O)CCNC(=O)COc3ccccc3C)CC2)cc1	-10	26	-0.1	-2	38	-4	18	-1	8
COc1ccc(NC(=O)Cn2cc(S(=O)(=O)Cc3ccccc3)c3ccccc32)c(OC)c1	21	6	0.1	1	13	-1	25	-2	3
Cn1c(=O)cc(OCC(=O)NCCCN2CCN(Cc3ccccc3)CC2)c2ccccc21	4	-9	-0.1	-1	-6	-3	3	1	17
CC(NC(=O)CSc1n[nH]c(N)n1)c1ccccc1 (stereo not drawn)	7	17	0.4	-1	3	0	2	-1	26
CCCCn1c(N)c(N(CCOC)C(=O)c2c(-c3ccccc3)noc2C)c(=O)[nH]c1=O	-1	-1	1.0	-2	-22	2	-6	-2	15
N#Cc1ccsc1NC(=O)CN1C(=O)NC2(CCCCC2)C1=O	24	-10	2.5	7	-1	-1	-6	-1	11
CCC1(C)N([O-])C(C)=C(c2ccccc2)[N+]1=O (stereo not drawn)	12	2	-3.5	-2	26	19	0	-1	15
c1ccc(N2CCN(c3ncccn3)CC2)cc1	27	-10	2.5	4	-32	-2	-13	-8	46
Cc1cccc(NC(=O)CSc2nnc(-c3n[nH]c4ccccc34)o2)c1	-69	-12	-0.1	-2	-21	-3	-12	4	5
COc1ccc(CC(=O)Nc2ccc(-c3noc(-c4cccc(OC)c4)n3)cc2)cc1	39	-6	-1.5	-1	13	-4	-18	-11	-3
CN=C(Nc1ccc(C)c(C)c1)SC1CC(=O)N(c2ccc(OC)cc2)C1=O (stereo not drawn)	20	-6	-1.9	-2	35	-2	34	-4	8
CC1Cc2ccccc2N1C(=O)C1CC(=O)N(c2ccccc2)C1 (stereo not drawn)	2	17	1.1	1	3	3	-1	-1	23
COc1ccc(SCCN2CC[C@@H](C(C)(C)C)CCC2=O)cc1	-8	40	1.8	3	24	-3	13	-1	16
[O-]/C(=C(\C(=S)NCc1ccccc1)[n+]1ccccc1)c1ccc(Cl)cc1	-4	23	-0.3	-1	7	-2	-4	-2	13
O=c1[nH]cnc2c1c(-c1ccccc1)cn2-c1ccc(Br)cc1	14	43	0.8	-1	31	0	42*	-11	-63
CSc1ccccc1NC(=O)CN(C)CC(=O)Nc1cccc(Br)c1	37	22	-2.2	-4	26	-3	2	-4	11
CCN(CC(=O)Nc1c(F)cccc1F)C(=O)c1ccc(=O)n(Cc2ccccc2)n1	-26	-2	1.5	-7	6	-5	6	-1	17
CCOc1ccc(S(=O)(=O)Nc2cccc(C(=O)N(C)CC(=O)Nc3cccc(OC)c3)c2)cc1	20	-42	1.9	-2	-44	-4	-32	2	-5
COC(=O)[C@H](CCSC)NC(=O)NCc1cccs1	-16	13	-2.2	-2	16	-4	-16	0	4
O=C(CC1CCCC1)NCCS(=O)(=O)N1CCN(c2ccccc2F)CC1	9	10	2.9	-3	17	-4	13	0	6
C[C@H](NC(=O)OCc1ccccc1)c1nnc([C@H](Cc2ccccc2)NC(=O)OC(C)(C)C)o1	12	15	0.7	0	25	-2	18	1	0
O=c1cc(-c2ccc(Cl)cc2)nc(N2CCN(c3ccccc3)CC2)[nH]1	20	-9	1.7	-2	-12	-1	-3	-4	12

Complete entries, looked up by structure. Order of screens: Mdm2-MdmX inh	tim23-1 inh	UPR CHOP act	XBP1 UPR activ	tim10-1 inh	APJ agonist	TIM10 inh	GRIN3A LBD mod	NLRP3 yeast inh
COc1ccc(SCCN2CC[C@@H](C(C)(C)C)CCC2=O)cc1 as listed: -8	40	1.8	3	24	-3	13	-1	16
O=c1[nH]cnc2c1c(-c1ccccc1)cn2-c1ccc(Br)cc1 as listed: 14	43	0.8	-1	31	0	42*	-11	-63
CCN(CC(=O)Nc1c(F)cccc1F)C(=O)c1ccc(=O)n(Cc2ccccc2)n1 as listed: -26	-2	1.5	-7	6	-5	6	-1	17
CN=C(Nc1ccc(C)c(C)c1)SC1CC(=O)N(c2ccc(OC)cc2)C1=O (stereo not drawn) as listed: 20	-6	-1.9	-2	35	-2	34	-4	8

Next entries follow:
SMILES	Mdm2-MdmX inh	tim23-1 inh	UPR CHOP act	XBP1 UPR activ	tim10-1 inh	APJ agonist	TIM10 inh	GRIN3A LBD mod	NLRP3 yeast inh
O=C(c1cc2ccccc2oc1=O)N(c1ccccc1)C1C=CS(=O)(=O)C1 (stereo not drawn)	18	8	-0.2	-1	16	1	-3	-1	13
CCOc1ccc(-c2nc(S(=O)(=O)c3ccccc3)c(N3CCC(C(N)=O)CC3)o2)cc1	1	16	-0.3	-3	20	-7	6	-7	19
CC(C)Cc1nnc(NC(=O)CN2C(=O)C3CCCCC3C2=O)s1 (stereo not drawn)	13	-15	0.6	-2	2	7	15	-1	18
O=c1ccc2ccc(Oc3ccc(Cl)cc3[N+](=O)[O-])cc2o1	15	8	-1.3	1	16	2	7	1	36
CC(NCc1ccc(S(N)(=O)=O)cc1)C(=O)N1c2ccccc2CC1C (stereo not drawn)	3	12	6.4	3	11	0	-16	1	12
O=C(CSc1nnc2ccccn12)Nc1cccc(S(=O)(=O)N2CCOCC2)c1	17	-4	-0.9	-2	-4	1	-4	10*	12
O=C(c1ccc2c(c1)OCCO2)C1CCN(C(=O)c2ccc(F)c(F)c2)CC1	-4	-3	-0.5	1	7	-3	-20	1	9
NC(=O)C1(S(=O)(=O)c2ccccc2)CCCCC1	-14	4	1.1	-2	-3	0	9	4	7
COC(=O)Nc1nc2ccc(SC(C)C)cc2[nH]1	44	16	2.0	6	12	-1	27	3	8
CCCS(=O)(=O)N1CCN=C1SCc1ccc(F)cc1	12	-11	1.3	-9	0	4	-17	1	19
CCCc1cc(C(=O)Nc2cc(OC)c(Cl)cc2OC)no1	11	28	1.3	2	9	1	11	5	21
COc1ccccc1/C=C/C(=O)NCCC1=CCCCC1	-196	27	3.7	-1	22	-4	18	-3	2
CCN(C(=O)COC(=O)CNS(=O)(=O)c1ccc(SC)c([N+](=O)[O-])c1)C1CCCCC1	6	8	1.5	-1	7	5	5	-1	-5
O=C(CC1CCCCC1)NCc1nc(-c2ccccc2)no1	-29	8	2.2	-2	-47	-3	-4	-1	41
c1ccc(OCCCCN2CCCCC2)cc1	6	11	1.2	-3	-7	-3	2	-1	10
O=C(Cc1cccs1)NNC(=O)c1ccc(F)cc1	-21	-3	1.7	0	0	-2	-1	-4	2
CC(C)(C)OC(=O)N[C@@H](Cc1c[nH]c2ccccc12)c1nnc(SCC(N)=O)o1	9	-1	-3.2	3	4	-3	11	-1	14
CC(=O)Nc1ccc(NC(=O)COc2cccc3c2OC(C)(C)C3)cc1	32	28	-0.5	7	16	-3	12	-2	1
O=C(Nc1nc(-c2ccccc2Cl)cs1)c1cccnc1	22	16	2.3	0	11	12	14	10*	30
Cc1cccc(CN2CCN(C(=O)c3cccc4ccccc34)CC2)c1	4	17	0.1	-5	5	-1	-6	-1	18
O=C1c2ccccc2S(=O)(=O)N1CCS(=O)(=O)c1ccc(F)cc1	-3	12	-3.5	-4	25	-2	-13	1	19
Cc1cc(=O)n2c3ccccc3n(CC(O)CN3CCCCC3)c2c1C#N (stereo not drawn)	11	-10	-1.5	-2	-3	-1	-6	-1	8

Screening data from PubChem BioAssay.
